Rat MKP-3 inhibitors = inhibition of rat DUSP6 enzyme activity – biochemical, in vitro, primary screen (AID 425). recombinant MKP-3 phosphatase activity, fluorescence; higher % means a stronger effect. inhibition, % at 20 µM, or IC50 in µM where a hit was titrated. hit rate 0.17% among 110,000; in the data active means inhibition above about 50%;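 further: plate controls were vehicle for no effect and reference inhibitor for full effect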
Hsp70 displacement = Hsp70 inhibitors, probe displacement, primary screen, biochemical, fluorescence polarization (AID 583); displacement, % at 20 µM, or IC50 in µM where a hit was titrated; Hsp70 fluorescence polarization probe displacement, mP; higher % means a stronger effect; hit rate 0.06% among 140,000; in the data active means displacement above about 50%;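 further: plate controls were vehicle for no effect and reference ligand for full effect; a part of the inactive calls stands beside numbers as strong as those of hits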
* hit, by the source's call; nt = not tested or not shown; & = joins results of further samples. The list is partial, so the mix of outcomes need not match the whole.

SMILES	Rat MKP-3 inhibitors	Hsp70 displacement
CCn1cc(C(=O)NC2CCCCCC2)c(=O)c2cc(S(=O)(=O)N3CCCCC3)ccc21	3%	0.8%
COc1ccc(CCNC(=O)c2ccc(=O)[nH]n2)cc1OC	-2%	-5.3%
CC1CCCC(C)N1C(=O)COc1ccc(-c2nnco2)cc1 (stereo not given)	nt	-3.1%
COc1ccc(CN(CC2CCCO2)C(=O)CN2C(=O)C(C)Oc3ccc(C)cc32)cc1OC (stereo not given)	nt	3.1%
COc1cc(S(=O)(=O)N2CCN(C)CC2)c(OC)cc1Br	0%	-4.4%
CCOc1ccccc1NC(=O)C1CCN(S(=O)(=O)c2cccc3cccnc23)CC1	0%	-4.0%
CC(=O)NC(NC(C)=O)c1ccc(N(C)C)cc1	-3%&2%	1.3%&1.5%
Cc1noc(C)c1C(=O)Nc1sc2c(c1C(N)=O)CCC2	-2%	-1.0%
Cc1c(C(=O)OCCN2CCCCC2)oc2ccccc12	1%	-2.8%
CC1C(=O)CCN(C(C)(C)C)C1C (stereo not given)	nt	-3.2%
O=C(/C=C/c1ccco1)Nc1ccc2c(c1)OCCO2	3%	1.1%
CC(=O)N(C)c1ccc(NC(=O)c2ccco2)cc1	-1%	-3.8%
CCc1ccc(CN2CCN(C(=O)c3cc(OC)cc(OC)c3)CC2)cc1	2%	-0.7%
O=C(NCc1ccccc1)c1cc(-c2cccc(O)c2)on1	-9%	-0.7%
CCNC(=NCCc1ccccc1)SC1CC(=O)N(c2ccccc2)C1=O (stereo not given)	4%	1.8%
O=C1c2ccccc2-c2c1nc1c([n+]2[O-])CCCC1	-16%	8.0%
O=C(Nc1sccc1C(=O)NCc1ccco1)c1cccnc1	-4%	-6.2%
O=C1OC(N2CCN(Cc3ccccc3)CC2)c2ccccc21 (stereo not given)	nt	-1.3%
Cn1c(Cn2cnc(Cl)c2Cl)nc2ccccc21	-1%	1.2%
Cc1cc(C)n(-c2ccc(C(=O)Nc3ccccn3)cc2)n1	-2%	-5.3%
Cc1cc(NC(=O)c2ccc(S(=O)(=O)N3CCOCC3)cc2)nc2c1c(=O)oc1ccccc12	-15%	nt
O=C(Cn1ncc2ccccc21)N1CCc2ccccc21	1%	-5.6%
COc1ccc(/C(N)=N/OC(=O)c2ccccc2I)cc1OC	4%	5.5%
Cc1cccc(C(=O)NC2CC(C)(C)NC(C)(C)C2)c1	-5%&2%	-4.1%&0.5%
O=C(CCCC(=O)OCC(F)(F)C(F)F)Nc1cccc(F)c1	0%	2.0%

Rewritten in markdown: 2 of the compounds above
| smiles | Rat MKP-3 inhibitors | Hsp70 displacement |
| --- | --- | --- |
| COc1cc(S(=O)(=O)N2CCN(C)CC2)c(OC)cc1Br | 0% | -4.4% |
| Cc1cc(NC(=O)c2ccc(S(=O)(=O)N3CCOCC3)cc2)nc2c1c(=O)oc1ccccc12 | -15% | nt |

(list continues)
SMILES	Rat MKP-3 inhibitors	Hsp70 displacement
O=c1oc2ccccc2c(Nc2ccc3ccccc3c2)c1[N+](=O)[O-]	nt	2.6%
O=C(CCC1CCCC1)Nc1nc(-c2ccc(Cl)cc2)cs1	6%	-4.7%
O=C(c1ccc(Cn2c(=O)[nH]c3ccccc3c2=O)cc1)N1CCN(c2ccc(Cl)cc2)CC1	-6%	-5.3%
CC(=O)Nc1ccc(OC(=O)c2cccnc2)cc1	-6%	-4.5%
CCOC(=O)N1CCC(NC(=O)c2oc3c(c2C)-c2[nH]ncc2CC3)CC1	nt	-4.6%
COC(=O)C1=C(N)OC2=C(C(=O)CCC2)C1c1ccc(OC)cc1 (stereo not given)	0%	1.3%
Cc1ccc2cc3cc(C(=O)N4CCN(C(=O)c5ccco5)CC4)sc3nc2c1	-3%	-2.0%
CC(=O)Nc1ccc(N2CCN(Cc3ccccc3F)CC2)cc1	-4%	6.7%
CCOC(=O)CCn1nc(-c2ccc(Cl)cc2)cc1N	-3%	1.3%
Oc1ccc2[nH]ccc2c1	-11%	-4.4%
O=C(NCCCO)c1ccccc1C(=O)c1ccccc1	-2%	0.4%
COc1cc(C(=O)N/C(=C/c2ccc(F)cc2)C(=O)NC(CCC(=O)O)C(=O)O)cc(OC)c1OC (stereo not given)	6%	-5.5%
COc1ccc(S(=O)(=O)N2CCCC(C(=O)Nc3ccc4c(c3)OCCO4)C2)cc1 (stereo not given)	nt	-3.7%
O=C(NCc1ccccn1)c1cc([N+](=O)[O-])cc([N+](=O)[O-])c1	2%	-2.8%
O=C(COCCOCC(=O)N(c1ccccn1)C1CCCCC1)N(c1ccccn1)C1CCCCC1	-6%	0.2%
CC1=C(C(=O)OCCC#N)C(c2cc3c(cc2Br)OCO3)NC(=O)N1 (stereo not given)	0%	2.8%
COc1cc2[nH]c(=S)n(Cc3ccc(C)o3)c(=O)c2cc1OC	-7%	-2.8%
COc1ccc(NC(=O)N2CCCC2C(=O)NCc2ccc(F)cc2)cc1 (stereo not given)	nt	-3.1%
Cc1ccccc1OCCCCCn1ccnc1	-5%&-1%	-4.1%&1.5%
O=C(NCCSCc1ccccc1)c1ccccc1Cl	1%	0.6%
COc1ccc2c(c1)/C(=C1/SC(C(C)=O)=C(c3ccccc3)S1)C(=S)C(C)(C)N2	10%	-1.6%
COCCNC(=O)CN1CCC(n2c(C)nc3cc(C(F)(F)F)ccc32)CC1	-9%	0.6%
CCN1C(=O)N(CC)C2C1N(COC(C)=O)C(=O)N2COC(C)=O (stereo not given)	-5%	11%
O=C1C(C=Nc2ccccc2O)=C(O)c2ccccc21	-5%	1.0%
O=C(NC1CCCC1)C1CC(c2ccc(F)cc2)=NO1 (stereo not given)	3%	2.3%
Additional entries.
SMILES	Rat MKP-3 inhibitors	Hsp70 displacement
COc1ccc(/C=N/N2CCN(Cc3ccc(Cl)cc3)CC2)cc1OCc1ccccc1	4%	-3.6%
Cc1nc(-c2ccccc2)nc2[nH]c(=O)n(-c3ccccc3)c(=O)c12	-4%	nt
O=C(NCn1ccc(=O)[nH]c1=S)c1ccccc1	-4%	7.4%
COc1cccc(C2NC(=O)NC(C)=C2C(=O)OCCSC)c1OC (stereo not given)	-18%&0%	2.0%&-1.4%
Cc1c(NC(=O)C(C)OC(=O)CNC(=O)c2ccc(C(C)(C)C)cc2)c(=O)n(-c2ccccc2)n1C (stereo not given)	nt	-1.9%
CC1CC(C)CN(CCCNC(=O)C2CCC(=O)N2C2CCCC2)C1 (stereo not given)	-9%	-1.5%
CC(C)CC1CC(=O)OC1(C)C(=O)CSc1nc2ccccc2s1 (stereo not given)	nt	-2.4%
COc1ccc2c(c1)N(S(=O)(=O)c1ccc(NC(C)=O)cc1)C(C)(C)C=C2C	4%	0.2%
Cc1ccc2cccc(Oc3nnnn3-c3ccccc3)c2n1	-10%	0.3%
O=C(O)CCc1ccc(-c2ccc(Br)cc2)n1Cc1ccco1	-1%	0.3%
CC(=O)c1cccc(NC(=O)c2ccc(OCc3ccccc3)cc2)c1	4%	-3.6%
Cc1c(C(=O)Nc2ccccc2)oc2c1C(=O)CC(C)(C)C2	-11%	2.7%
O=C(NN1C(=O)/C(=C/c2c(Cl)cccc2Cl)SC1=S)c1ccncc1	0%	2.6%
Cc1cc(NC(=O)CSc2ccc3nnc(-c4cccnc4)n3n2)no1	-2%	-3.3%
CCCCSc1nc(O)c(Cc2ccccc2)c(=O)[nH]1	nt	6.4%
O=C(Nc1ncc(Br)s1)C(Cc1ccccc1)n1cccc1 (stereo not given)	-4%	1.7%
O=P(OC1CCS(=O)(=O)C1)(c1ccccc1)c1ccccc1 (stereo not given)	1%	-3.5%
O=C(Nc1ccc(NC(=O)c2cc3ccccc3o2)cc1)c1cccc(Cl)c1	5%	-2.9%
CCOC(=O)Cn1c(=N)n(CCOc2ccc3ccccc3c2)c2ccccc21	nt	-5.4%
COc1cccc(C2NC(=O)NC(C)=C2C(=O)Nc2ccccc2OC)c1 (stereo not given)	2%	-1.8%
CCCc1nc2ccccc2c(=O)n1NC(=O)c1c(O)c2ccccc2[nH]c1=O	-12%	2.2%
C=CCNC(=O)C(=O)N/N=C/c1cccc(Br)c1	0%	12%
O=C(C1CCCCC1)N1CCN(C(=O)C2CCCCC2)CC1	8%	11%
Cc1ccc2c(Cl)c(C(=O)NCc3ccncc3)sc2c1	4%	1.1%
CC1Cn2c(COc3ccccc3)nnc2S1 (stereo not given)	-10%	-0.4%

One compound at a time, from the list above. Screens in order: Rat MKP-3 inhibitors	Hsp70 displacement
COc1cc(C(=O)N/C(=C/c2ccc(F)cc2)C(=O)NC(CCC(=O)O)C(=O)O)cc(OC)c1OC (stereo not given) in the list: 6%	-5.5%
O=C(C1CCCCC1)N1CCN(C(=O)C2CCCCC2)CC1 in the list: 8%	11%
O=P(OC1CCS(=O)(=O)C1)(c1ccccc1)c1ccccc1 (stereo not given) in the list: 1%	-3.5%
CC(=O)Nc1ccc(N2CCN(Cc3ccccc3F)CC2)cc1 in the list: -4%	6.7%
Cc1cc(C)n(-c2ccc(C(=O)Nc3ccccn3)cc2)n1 in the list: -2%	-5.3%

Two of the compounds above, with bars between the fields:
compound | Rat MKP-3 inhibitors | Hsp70 displacement
Cc1ccc2c(Cl)c(C(=O)NCc3ccncc3)sc2c1 | 4% | 1.1%
CC1Cn2c(COc3ccccc3)nnc2S1 (stereo not given) | -10% | -0.4%

Further results
SMILES	Rat MKP-3 inhibitors	Hsp70 displacement
C=CCc1ccccc1OCC(=O)N/N=C/c1cccc(I)c1	1%	0.4%
CCOc1cc(/C=C2\C(=O)ON=C2C)ccc1O	-3%	5.3%
CC(C)Oc1ccccc1C1CC(=O)Nc2cc3c(cc21)OCCO3 (stereo not given)	-7%	-0.9%
CC(C)(C)c1nc(Cc2ccc([N+](=O)[O-])cc2)no1	2%	0.9%
Cc1onc(-c2ccccc2Cl)c1C(=O)NCC1CCCO1 (stereo not given)	-9%	0.3%
c1ccc(-c2csc(Nc3ccc4c(c3)OCCO4)n2)cc1	nt	-5.7%
COc1ccc(C2Nc3ccc(Br)cc3C(c3ccccc3)N2CC(=O)O)cc1 (stereo not given)	2%	-2.3%
CCOC(=O)c1c(C)oc2c1c(C=NCc1ccccn1)c(O)c1ccccc12	20%	34%
CCn1c(COc2ccc(C)cc2)nnc1SCC(=O)Nc1ccc(S(N)(=O)=O)cc1	-7%	-1.6%
CCOc1ccc(N(CC(=O)NCc2ccco2)S(C)(=O)=O)cc1	-14%&1%	5.2%&1.2%
Cc1ccc(S(=O)(=O)N2CCC(C(=O)NCCN3CCCCCC3)CC2)cc1	2%	1.0%
COc1cc(NC(=O)CSCc2cnn(-c3ccccc3)c2-n2cccc2)cc(OC)c1	2%	-2.8%
Cc1cc(/C=N/O)c(C)n1-c1ccc(F)cc1	4%	-2.5%
C=CCn1c2ccccc2n2c(C(=O)OCC)c(C)nc12	-1%	1.9%
Nc1ccc2nc(SCc3ccc(Cl)cc3)sc2c1	3%	3.3%
CN(C)C(=O)CSc1nnc(-c2cccnc2)n1-c1ccccc1	-5%	5.8%
O=C1C(Cc2ccccc2)NC(=S)N1c1ccccc1 (stereo not given)	-3%	-2.6%
CCc1c(C)c2ccc(OCC(=O)OC)cc2oc1=O	1%	0.2%
CC(=O)Nc1nn(C)c2nc3cc(C)ccc3cc12	-6%	1.4%
CCOC(=O)c1sc(N)c(C#N)c1CSc1nc2ccc(OCC)cc2[nH]1	-3%	-7.5%
CCn1c(SCC(=O)Nc2ccc(S(N)(=O)=O)cc2)nnc1-c1ccccc1OC	nt	-1.3%
CCCN1C(=O)c2ccccc2NC1c1ccc(OC)c(COc2ccc(F)cc2)c1 (stereo not given)	-6%	4.8%
COC(=O)COc1cccc(NC(=O)c2ccc(C)cc2)c1	nt	-2.3%
CC(C)CCSc1nc2ccccc2[nH]1	-4%	3.5%
COc1ccc(NCCC(=O)c2ccc(Cl)c(Cl)c2)cc1	0%	4.7%
Next results:
SMILES	Rat MKP-3 inhibitors	Hsp70 displacement
N#Cc1ccc(NC(=O)c2cc3cc4c5c(c3oc2=N)CCCN5CCC4)cc1	-2%	85%
O=S(=O)(c1cccc2cccnc12)n1cnc2ccccc21	-7%	-3.8%
Cc1cc(NC(=O)c2ccc(C(C)(C)C)cc2)ccc1NC(=O)c1ccccc1	4%	1.0%
CCN(CC)CCn1cnc2c([nH]c3cccc(OC)c32)c1=O	-12%	2.3%
Cc1ccc(NS(=O)(=O)c2ccc(CCC(=O)N3CCOCC3)cc2)cc1	-9%	-1.9%
CCC(C)OC(=O)C1=C(C)NC2=C(C(=O)CCC2)C1c1ccc(OC)c(OCc2ccccc2)c1 (stereo not given)	2%	3.0%
COC(=O)c1[nH]c(=O)c2ccccc2c1OCc1ccccc1	-4%	-2.0%
Cc1ccc(OCC(=O)Nc2ccc(C(=O)OCC(C)C)cc2)c(C)c1	1%	0.5%
Cc1onc(-c2c(Cl)cccc2Cl)c1C(=O)n1c(C)nc2ccccc21	4%	-4.4%
Cc1ccc(OCC(=O)NC2=NCCS2)cc1	nt	2.8%
Cc1cccc(C(=O)N2N=C3CCCCCC3C2(O)C(F)(F)F)c1O (stereo not given)	-2%	-3.3%
Oc1ccc(COCc2ccccc2)c2cccnc12	4%	10%
COc1ccc(Br)cc1/C=C/C(=O)Nc1cccnc1	6%	1.6%
Fc1ccccc1OCCCCn1ccnc1	-2%	7.5%
Cc1cc(C)c(S(=O)(=O)NCC2CCCO2)c(C)c1 (stereo not given)	2%	-2.0%
Cc1cccc(NS(=O)(=O)c2ccc([N+](=O)[O-])cc2)c1C	-1%	-2.1%

Entries above with a nitro group on carbon:
SMILES	Rat MKP-3 inhibitors	Hsp70 displacement
O=c1oc2ccccc2c(Nc2ccc3ccccc3c2)c1[N+](=O)[O-]	nt	2.6%
O=C(NCc1ccccn1)c1cc([N+](=O)[O-])cc([N+](=O)[O-])c1	2%	-2.8%
CC(C)(C)c1nc(Cc2ccc([N+](=O)[O-])cc2)no1	2%	0.9%
Cc1cccc(NS(=O)(=O)c2ccc([N+](=O)[O-])cc2)c1C	-1%	-2.1%
